Mtb RmlCD inh = inhibitors of Mycobacterium tuberculosis RmlC and RmlD coupled enzymes. P9WH09+P9WH11. RmlC+RmlD coupled enzyme assay, percent inhibition; primary screen in compound mixtures. inhibition, % at 3.6 µM. 160,000 compounds, 0.03% hits. AID 1533; in the data active means inhibition mostly above about 34%, no sharp cut-off; further: some results filed as inactive read as strong as hits
Target sequence (P9WH09 whole entry, looked up): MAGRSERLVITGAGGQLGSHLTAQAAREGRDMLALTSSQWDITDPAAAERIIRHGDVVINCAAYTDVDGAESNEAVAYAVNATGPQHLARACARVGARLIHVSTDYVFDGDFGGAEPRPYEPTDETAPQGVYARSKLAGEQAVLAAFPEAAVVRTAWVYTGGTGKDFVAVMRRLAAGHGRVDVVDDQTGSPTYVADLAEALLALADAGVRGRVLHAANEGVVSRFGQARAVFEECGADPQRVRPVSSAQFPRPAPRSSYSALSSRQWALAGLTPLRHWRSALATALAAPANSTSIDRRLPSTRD
Target sequence (P9WH11 whole entry, looked up): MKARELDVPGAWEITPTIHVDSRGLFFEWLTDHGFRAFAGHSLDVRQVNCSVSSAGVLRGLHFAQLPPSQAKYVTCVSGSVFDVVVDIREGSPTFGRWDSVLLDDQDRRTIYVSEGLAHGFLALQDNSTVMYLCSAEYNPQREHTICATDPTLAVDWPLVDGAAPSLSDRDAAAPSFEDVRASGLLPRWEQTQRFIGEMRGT
GlmU inhibition = inhibition of mycobacterial GlmU enzyme – biochemical, glucosamine-1-phosphate acetyltransferase (AID 1376); M. tuberculosis GlmU acetyltransferase enzyme assay; higher % means a stronger effect; inhibition, %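 (tested at 30 µM in the primary screen)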; hits with a dose series show IC50 in µM; 220,000 compounds, 0.25% hits; in the data active means inhibition above about 13%;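 further: 0% = complete reaction with vehicle and 100% = reaction without substrate; strong numbers were not always called active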
* hit, by the source's call; · = not tested or not shown. The list is partial. The share of hits here may be higher or lower than overall.

SMILES | Mtb RmlCD inh | GlmU inhibition
O=C(CN1CC(c2ccccc2)CC1=O)OCc1ccccc1F (stereo unspecified) | 2.4 | 4.3%
COCCCNC(=O)CSc1nc2c(sc3ccccc32)c(=O)n1CCCC(=O)NCC1CCCO1 (stereo unspecified) | -13.8 | 5.8%
COC(=O)CN1C(=O)S/C(=C/c2cc(C)n(C)c2C)C1=O | · | -3.0%
COc1ccc(/C=N/Nc2nc(N3CCCCC3)nc(N3CCCCC3)n2)cc1[N+](=O)[O-] | 7.8 | 1.7%
CCC(=O)N/N=C/c1ccc(OS(=O)(=O)c2ccccc2)cc1 | -11.7 | 1.8%
O=c1c2ccccc2nc(SCc2ccccc2)n1Cc1ccco1 | · | -3.4%
COC(=O)[C@H](CCSC)NC(=O)Nc1ccc(C)c(C)c1 | · | 2.9%
CC(=O)Nc1ccc(Nc2nc(C)c([N+](=O)[O-])c(Nc3ccc(NC(C)=O)cc3)n2)cc1 | 8.4 | -3.6%
CC(=O)c1cccc(S(=O)(=O)N(CCCO)Cc2cc3ccc(C)cc3[nH]c2=O)c1 | 16.5 | 2.1%
CC(c1cccs1)N(Cc1ccco1)C(=S)Nc1ccc(F)c(Cl)c1 (stereo unspecified) | 7.4 | 1.6%
Cc1cc(NC(=O)COC(=O)COc2cccc3c2OC(C)(C)C3)no1 | 7.8 | 5.4%
Cc1nc(N/N=C/c2ccccc2)nc(N(C)c2ccccc2)c1[N+](=O)[O-] | · | 0.7%

6 compounds picked at random from the list so far, as already listed:
SMILES | Mtb RmlCD inh | GlmU inhibition
CC(=O)Nc1ccc(Nc2nc(C)c([N+](=O)[O-])c(Nc3ccc(NC(C)=O)cc3)n2)cc1 | 8.4 | -3.6%
COc1ccc(/C=N/Nc2nc(N3CCCCC3)nc(N3CCCCC3)n2)cc1[N+](=O)[O-] | 7.8 | 1.7%
COCCCNC(=O)CSc1nc2c(sc3ccccc32)c(=O)n1CCCC(=O)NCC1CCCO1 (stereo unspecified) | -13.8 | 5.8%
COC(=O)[C@H](CCSC)NC(=O)Nc1ccc(C)c(C)c1 | · | 2.9%
CC(=O)c1cccc(S(=O)(=O)N(CCCO)Cc2cc3ccc(C)cc3[nH]c2=O)c1 | 16.5 | 2.1%
CC(c1cccs1)N(Cc1ccco1)C(=S)Nc1ccc(F)c(Cl)c1 (stereo unspecified) | 7.4 | 1.6%

Back to the main list with the 2 entries that preceded the break.
SMILES | Mtb RmlCD inh | GlmU inhibition
Cc1cc(NC(=O)COC(=O)COc2cccc3c2OC(C)(C)C3)no1 | 7.8 | 5.4%
Cc1nc(N/N=C/c2ccccc2)nc(N(C)c2ccccc2)c1[N+](=O)[O-] | · | 0.7%
Cc1ccc(/C=N/NC(=O)c2ccccn2)o1 | 3.2 | -6.7%
COC(=O)c1ccccc1NC(=O)C12CC3CC(C1)CC(n1cnc(Cl)n1)(C3)C2 | · | -4.2%
Cc1ccccc1N(C(=O)Cn1nnc2ccccc21)C(C(=O)NCc1ccco1)c1ccncc1 (stereo unspecified) | -0.8 | 1.0%
O=C(NCC1CCCO1)c1ccccc1-c1nc(-c2ccc(Cl)cc2)no1 (stereo unspecified) | 15.0 | -3.8%
Cc1c2cnn(-c3ccccc3)c(=O)c2c(C)n1CCCC(=O)N1CCN(C2CCCCC2)CC1 | · | 2.5%
Cc1cccc(/C=C2/S/C(=N/N=C3\CC4CCC3(C)C4(C)C)NC2=O)c1 (stereo unspecified) | 5.3 | 8.2%
Cc1ccc(C(=O)O)cc1NC(=O)C1CCCN1S(=O)(=O)c1cccc2nsnc12 (stereo unspecified) | -8.8 | 1.3%
CSc1nc(Sc2ccc(Cl)cc2)c2ccccc2n1 | 5.1 | ·
COc1ccc(C/C(N)=N/OC(=O)c2ccco2)cc1OC | -0.1 | -2.5%
COCc1ccc(CN2CCC(CO)(CC3CCCCO3)CC2)o1 (stereo unspecified) | 19.5 | -4.4%
CCOC(=O)c1c(C)oc2c1c(C=NCCO)c(O)c1ccccc12 | -2.9 | -0.3%
O=C(c1ccccn1)C1CCCN(Cc2cn[nH]c2-c2cc3ccccc3o2)C1 (stereo unspecified) | · | -2.0%
O=C(CN1CC(c2ccccc2)CC1=O)Nc1ccccc1 (stereo unspecified) | 2.2 | 5.2%
FC(F)C(F)(F)C1=CC(c2cccs2)=NCCN1 | · | 2.1%
O=C1CCC(=O)N1c1ccc(CSc2nc3ccccc3[nH]2)cc1 | · | 1.2%
CN(C)CCOc1nc(-c2ccccc2)nc2c1oc1ccccc12 | -0.5 | -1.7%
COc1ccc(-c2cc(-c3nnc(COC(=O)C4CC4C)o3)c3ccccc3n2)cc1OC (stereo unspecified) | 9.4 | 2.5%
O=C(CSc1ccccn1)N1CCN(c2ccccc2)CC1 | 3.9 | -1.5%
COCCNCCCOc1ccc(C)cc1Br | 1.5 | -0.9%
CCOC(=O)c1c(N)sc(C(O)(C(F)(F)F)C(F)(F)F)c1-c1ccc(OC)cc1OC | 6.0 | 8.9%
CCN(CC)S(=O)(=O)c1ccc(C(=O)NCc2n[nH]c(=S)n2Cc2ccccc2)cc1 | · | -3.6%
c1ccc(-c2nc3nc4ccccc4nc3n2Cc2ccco2)cc1 | · | 15.4%
N#Cc1cc2c(nc1SC1CCCCC1O)CCCC2 (stereo unspecified) | · | -1.9%
CCN(CC)S(=O)(=O)c1ccc(NC(=O)COC(=O)c2ccc(Br)o2)cc1 | 11.7 | -3.5%
Cc1cc(SCNC(=O)c2ccccc2)nc(C(C)C)n1 | 8.5 | 1.9%
O=[N+]([O-])c1ccc(N2CCN(S(=O)(=O)c3ccc4ccccc4c3)CC2)cc1NCC1CCCO1 (stereo unspecified) | -0.4 | -1.4%
Cc1cc(C)cc(NC(=O)c2nccnc2C(=O)O)c1 | 2.0 | 1.7%
CCOc1ccc(C(CC(=O)O)n2cnnn2)cc1 (stereo unspecified) | -5.7 | -0.6%
Cc1cccc(C(=O)NC(Oc2ccccc2)C(Cl)(Cl)Cl)c1 (stereo unspecified) | -59.7 | 0.7%
Cc1cc2oc(=O)cc(C)c2c(=O)o1 | -5.1 | -4.3%
O=C(CCC(=O)c1ccc(Oc2ccccc2)cc1)Nc1cccc(Cl)c1Cl | · | -2.5%
CC(=O)Nc1cc(C)nn1-c1nc2ccccc2s1 | 5.0 | 2.5%
COc1cccc(C2C3=C(CCCC3=O)Nc3[nH]n(-c4ccccc4)c(=O)c32)c1 (stereo unspecified) | -3.4 | 2.9%
COc1ccc([N+](=O)[O-])cc1NC(=O)c1cncc(Br)c1 | 6.9 | -0.2%
Cc1cccc(CCN(Cc2cc3cccc(C)c3[nH]c2=O)C(=O)N2CCOCC2)c1 | 3.6 | 0.5%
c1ccc(CNc2cnccn2)cc1 | 10.6 | 2.2%
O=C1NC(=O)N(c2ccc3c(c2)OCO3)C(=O)/C1=C\c1ccc(-c2ccccc2C(=O)O)o1 | 6.7 | 9.2%
COc1ccc(N(C(=O)c2cnsn2)C(C(=O)NC2CCCCC2)c2ccncc2)cc1 (stereo unspecified) | 7.0 | -2.0%
CC1(C)Cc2c(sc3nn[nH]c(=O)c23)CO1 | · | 0.3%
CC(C)n1c(N2CCN(C(=O)Nc3ccc(Cl)cc3)CC2)nc2ccccc21 | -5.8 | 2.1%
CCS(=O)(=O)n1nc(-c2ccccc2)nc1SCc1ccccc1 | 3.0 | 7.1%
CCN(CC)C(=O)Cn1cc(SCC(=O)NC2CCCC2)c2ccccc21 | -12.9 | 3.0%
Cc1cc2cc(NC(=O)c3ccco3)ccc2[nH]1 | 3.9 | -1.7%
COC(=O)C1CCN(C(=O)Cc2ccc(C)cc2)CC1 | 8.5 | -7.3%
O=C(CSc1ccc(-c2cccs2)nn1)c1cccs1 | 5.4 | 2.9%
COc1ccc2oc(-c3ccccc3[N+](=O)[O-])cc(=O)c2c1 | · | 1.1%
CC(C)(C)n1nc(-c2ccc(F)cc2)c2c(N)ncnc21 | · | 1.1%
CC(C)CCNC(=S)Nc1ccccc1F | -13.9 | 2.1%

(cont.)
Fields: Mtb RmlCD inh | GlmU inhibition
CCOC(=O)/C(=C\c1ccccc1)C(=O)c1cc(C(C)=O)c(Nc2ccccc2)s1
    7.4 | 2.5%
CCO[C@@H]1OC(C(N)=O)=C[C@H](c2ccccc2)[C@H]1CCCO
    · | 2.0%
CCCC(=O)CN1C(=O)C2(OCCO2)c2ccccc21
    1.8 | 2.1%
Cc1ccccc1NC(=S)NC1CC2CCC(C1)N2Cc1ccco1 (stereo unspecified)
    · | 0.8%
CCN(CC)S(=O)(=O)c1ccc(Cc2ncc(C(F)(F)F)cc2Cl)s1
    9.6 | -5.2%
O=C(Nc1cccc([N+](=O)[O-])c1)C1C2/C=C\CCCCC21 (stereo unspecified)
    -7.3 | -10.5%
Cc1ccc(-n2c(C)nn(-c3ncc(C(F)(F)F)cc3Cl)c2=O)cc1
    · | 5.5%
COc1ccc(S(=O)(=O)N(CC(=O)N/N=C/c2cccs2)c2cc(C)cc(C)c2)cc1OC
    -1.6 | 5.0%
CN1C(=O)/C(=C/C=C2/CCCN2C)N(C)C1=S
    6.1 | 2.3%
COc1cc(/C=N/NC(=O)c2c(C)nnn2-c2nonc2N)ccc1O
    11.8 | 1.2%
Nc1nc2n(n1)C(c1ccc(F)cc1)CC(c1ccc(F)cc1)N2 (stereo unspecified)
    · | -1.0%
Cc1cc(C)c(NC(=O)NC(=O)c2ccc(F)cc2)c(C)n1
    9.9 | -4.9%
O=C(O)CCCNc1cc(N2CCC3(CC2)OCCO3)c2noc3c2c1C(=O)c1ccccc1-3
    -11.3 | ·
O=C(Oc1ccccc1N1C(=O)CCC1=O)c1ccco1
    · | 4.9%
O=C(c1sccc1Br)N1CCN(Cc2ccc3c(c2)OCO3)CC1
    · | 5.9%
Cc1ccc(C)c(N2CCN(C(=O)c3cc(S(=O)(=O)N4CCOCC4)ccc3F)CC2)c1
    5.8 | 6.7%
O=C(COc1ccc(C(=S)N2CCC(Cc3ccccc3)CC2)cc1)N1CCOCC1
    · | 1.1%
C/C(=N\O)C(=O)C(CN1CCCCC1)CN1CCCCC1
    6.2 | 3.5%
Cc1ccc(-c2nnn(CC(=O)N3CCCCC3)n2)c(-n2cnnn2)c1
    12.4 | -4.5%
CC(C(=O)Nc1cccc(S(=O)(=O)N2CCOCC2)c1)N1CCN(c2ccc(F)cc2)CC1 (stereo unspecified)
    5.2 | 0.5%
COc1ccc(-n2nc(C(=O)Nc3ccc4c(c3)OCO4)c3ccccc3c2=O)c(OC)c1
    -7.1 | -4.3%
C=CCn1c(SCc2nc3sc(C(=O)O)c(C)c3c(=O)[nH]2)nnc1-c1ccc(F)cc1
    · | 5.1%
O=C(c1cnn2cccnc12)N1CCN(Cc2ccc3c(c2)OCO3)CC1
    -9.3 | 1.1%
Cc1noc(C)c1COC(=O)c1cc(F)c(F)cc1Cl
    10.8 | 3.0%
COc1ccc(-c2nsc(SCC(=O)NCc3ccc4c(c3)OCO4)n2)cc1
    6.3 | 2.4%
COc1ccc(NC(=O)C(Sc2ccccc2)c2ccccc2)c(OC)c1 (stereo unspecified)
    -5.6 | -3.1%
O=C1NC(=O)N(Cc2ccccc2)C(=O)/C1=C\C=C\c1ccco1
    3.3 | 8.5%
N#C/C(=C(/O)CSc1ccccc1C(=O)O)c1nc2ccccc2s1
    · | 4.6%
CCN(CC)S(=O)(=O)c1ccc(N2CCCC2)c(NC(=O)c2ccccc2OC)c1
    · | -1.1%
CCN(CC)CCCN1C(=O)CSC1c1ccc([N+](=O)[O-])cc1 (stereo unspecified)
    11.7 | 0.8%
Cc1cc(C)c2nc(SCC(=O)N(C)C3CCS(=O)(=O)C3)cc(C)c2c1 (stereo unspecified)
    -8.6 | 2.3%
COC(=O)c1[nH]c2ccccc2c1NC(=O)CNC1CCCCC1
    5.8 | -0.6%
Cc1ccc(C)c(CS(=O)(=O)c2cn(CC(=O)N3CCCCC3)c3ccccc23)c1
    -0.1 | -1.0%
Cc1cc(C)nc(SCc2nnc(SCC(=O)Nc3nccs3)n2C)n1
    -6.9 | 2.4%
Cc1cc(C)n(-c2cccc(Cl)c2)c(=O)c1C#N
    -3.8 | 1.1%
Cc1ccc2cc(C(c3nnnn3C(C)(C)C)N3CCCCCC3)c(=O)[nH]c2c1 (stereo unspecified)
    12.3 | -0.8%
CCC(/C=N/NC(=O)C(N)=O)CC
    · | 1.8%
CC(C)OCCCNC(=O)CCc1nc(-c2ccccc2)no1
    -4.1 | 5.2%
C=CCN1C(=O)C2C(C(=O)NC3CCCCC3)C3C=CC2(O3)C1C(=O)NC1CCCC1 (stereo unspecified)
    5.3 | -3.7%
CCCC(=O)Nc1nnc(SCC(=O)NCc2ccco2)s1
    65.4 | 5.9%
COc1ccc(NC(=O)CO/N=C(\C)c2cccs2)cc1
    -8.5 | -4.9%
O=C(O)CC1(CC(=O)N2CCN(CCO)CC2)CCCC1
    8.8 | 2.3%
CCC(=O)N1CCN=C1SCc1ccccc1Cl
    4.0 | 6.6%
Nc1nnc(COc2ccc(Br)cc2Br)s1
    · | 3.8%
Clc1ccc(CNCCC2=CCCCC2)cc1
    4.1 | -3.0%
Cc1nc(CNS(=O)(=O)c2ccc3c(c2)CCCC3)cs1
    9.4 | -0.4%
NNC(=O)c1nc(Cl)c(Cl)c(N)c1Cl
    -20.1 | 0.3%
N#Cc1ccc(/C=C/C(=O)c2ccccc2)cc1
    · | -3.7%
Cc1cccc(-c2nc(CSCC(=O)NCc3cccs3)c(C)o2)c1
    · | -3.1%
COC(=O)c1ccc(C(=O)Nc2ccc3nc(-c4cccnc4)[nH]c3c2)cc1
    -11.5 | 6.7%
CCOc1cc2[nH]c(=S)n(CCCC(=O)N3CCC4(CC3)OCCO4)c(=O)c2cc1OCC
    -0.3 | 1.7%
CCOC(=O)c1c(C)c(C(=O)N2CCN(c3ccc(F)cc3)CC2)c(C)n1C
    12.7 | -3.1%
NS(=O)(=O)c1ccc(CCNCC(=O)NC2CC2)cc1
    5.0 | -3.8%
